ALOX12 inh = inhibitors of human 12S-lipoxygenase ALOX12; P18054; purified 12hLO, xylenol orange hydroperoxide absorbance; Potency, µM (highest dose often 108 µM), inactives show at the top dose activity change, negative = inhibition, usual class: inhibitors; hit rate 1.1% among 580,000; AID 1671190; note: % is set by controls: 0 for no effect and ±100 for the full control effect
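Purified human 12hLO at 150 nM in 25 mM Hepes, 0.01% Triton X-100, pH 7.0, preincubated 15 min at room temperature with compound. Reaction started with 40 uM arachidonic acid, 30 min at room temperature. Hydroperoxide measured by Fe-xylenol orange, 573/405 nm absorbance ratio.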
Vif-A3F inh = Vif-A3F binding inhibition; AID 602313; HeLa A3F-eYFP + Vif (tagged APOBEC3F with the HIV-1 protein that degrades it), YFP fluorescence increase; hit rate 0.2% among 390,000; Potency, µM (top dose mostly 46.1 µM), for inactives: top-dose activity, negative = active; note: % of control where 0% means no effect; nearly all actives have a fitted effect of over 65% in size
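HeLa cells stably expressing Vif plus C-terminally eYFP-tagged A3F were seeded, incubated overnight at 37 deg C, dosed with compound, incubated overnight again at 37 deg C. Yellow fluorescence (Ex 488/Em 500-530) reported blocked Vif-mediated A3F-eYFP degradation.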
RGS4 inhibitor = inhibitors of human regulator of G protein signaling 4; P49798; Transcreener GDP fluorescence polarization, RGS4-accelerated GTP hydrolysis; Potency, µM (top dose mostly 114 µM), for the others: top-dose activity change, negative = inhibition, hits mostly inhibitors; hit rate 0.039% among 390,000; note: % is set by controls: 0 for no effect and ±100 for the full control effect; nearly all actives have a fitted effect of over 75% in size; some results filed as inactive show a strong effect at the top dose
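MLSMR compounds (23 nl, pin-transferred) preincubated 10 min at room temperature with a 500nM (2x) first reagent, then RGS4 at 900nM (2x) plus Transcreener GDP mix added; fluorescence polarization (620/688 nm) read before and after 90 min at 30 °C.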
USP1 inh = blocks the human USP1/UAF1 deubiquitinase complex; O94782; recombinant USP1/UAF1, Ub-Rhodamine cleavage fluorescence; Potency, µM (doses to about 57.1 µM), inactives show top-dose activity change, negative = inhibition, hits mostly inhibitors; hit rate 0.23% among 390,000; AID 743255; note: % is set by controls: 0 for no effect and ±100 for the full control effect; nearly all actives have a fitted effect of over 60% in size; inactives centre near -12
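USP1/UAF1 complex (1 nM) preincubated 15 min at room temperature with compound, then Ub-Rho substrate (150 nM final) added. Kinetic fluorescence at 480/540 nm over 6 reads at 60 s intervals; 50 mM HEPES pH 7.8, 0.5 mM EDTA, 0.1 mg/ml BSA, 1 mM TCEP, 0.01% Tween-20.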
Vif-APOBEC3G blk = inhibitors of Vif-APOBEC3G interaction; Q9HC16; Potency, µM (titrated, usually from 46.1 µM), inactives show top-dose activity, negative = active, actives largely listed as inhibitors; HeLa A3G-eYFP + Vif (tagged APOBEC3G with the HIV-1 protein that degrades it), YFP fluorescence, overnight; hit rate 0.076% among 410,000; AID 602310;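 note: % is set by controls: 0 for no effect and ±100 for the full control effect; nearly all actives have a fitted effect of over 60% in size; hits raise eYFP signal because A3G escapes Vif-driven loss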
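HeLa cells stably expressing Vif and C-terminally eYFP-tagged A3G, seeded overnight at 37 deg C, then exposed to compound by pintool overnight at 37 deg C. Rise in yellow fluorescence (Ex 488/Em 500-530, Acumen) marks blocked Vif-driven A3G degradation.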
mIDH1 inhibitor = human IDH1 R132H inhibition. O75874. IDH1-R132H enzyme, NADPH consumption, diaphorase/resazurin fluorescence. Potency, µM (titrated, usually from 76.6 µM), for the others: at the top dose activity change, negative = inhibition, most hits filed as inhibitors. hit rate 0.093% among 390,000; note: % is set by controls: 0 for no effect and ±100 for the full control effect; nearly all actives have a fitted effect of over 65% in size
Target sequence (O75874 whole entry R132H, stated change not applied): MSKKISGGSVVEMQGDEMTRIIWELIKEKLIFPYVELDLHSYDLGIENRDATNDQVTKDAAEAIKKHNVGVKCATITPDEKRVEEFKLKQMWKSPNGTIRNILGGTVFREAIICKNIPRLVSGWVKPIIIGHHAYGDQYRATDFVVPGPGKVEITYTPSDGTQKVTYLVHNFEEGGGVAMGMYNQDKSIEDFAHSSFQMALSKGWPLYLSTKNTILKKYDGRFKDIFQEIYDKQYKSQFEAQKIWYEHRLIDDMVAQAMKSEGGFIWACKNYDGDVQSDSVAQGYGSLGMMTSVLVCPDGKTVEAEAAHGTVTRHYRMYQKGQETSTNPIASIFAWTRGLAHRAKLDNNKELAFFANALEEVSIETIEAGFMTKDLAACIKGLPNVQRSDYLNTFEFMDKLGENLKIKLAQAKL
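IDH1-R132H (0.5 ug/mL dispensed) in pH 7.5 Tris buffer was preincubated 30 min with compound, then given a substrate mix of 0.016 mM NADPH and 2 mM alpha-KG for 80 min at room temperature; remaining NADPH was read by diaphorase/resazurin fluorescence.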
RXFP1 agonist = RXFP1 (human) receptor agonism; hit rate 0.3% among 370,000; AID 2676; Q9HBX9; HEK293T-RXFP1 cAMP TR-FRET, 30 min; response scale: percent of porcine relaxin response, buffer zero; Potency, µM (top dose mostly 57.5 µM), for the others: top-dose activation, actives largely listed as activators; note: % is set by controls: 0 for no effect and ±100 for the full control effect; nearly all actives have a fitted effect of over 60% in size; many of its hits are not listed in these tables
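HEK293T cells stably expressing RXFP1 were pretreated with the PDE4 inhibitor Ro 20174, exposed to compounds for 30 min at 37C, lysed, and cAMP was read by TR-FRET. Data normalized to buffer (basal) and 29 nM porcine relaxin (100%).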
TrxR1 inh = blocks rat thioredoxin reductase 1; hit rate 1% among 390,000; Potency, µM (doses to about 114 µM), without a hit: at the highest dose activity change, negative = inhibition, hits mostly inhibitors; O89049; recombinant rTrxR1, NADPH fluorescence consumption, selenite substrate; note: % is set by controls: 0 for no effect and ±100 for the full control effect; nearly all actives have a fitted effect of over 65% in size
Target sequence (O89049 whole entry, looked up): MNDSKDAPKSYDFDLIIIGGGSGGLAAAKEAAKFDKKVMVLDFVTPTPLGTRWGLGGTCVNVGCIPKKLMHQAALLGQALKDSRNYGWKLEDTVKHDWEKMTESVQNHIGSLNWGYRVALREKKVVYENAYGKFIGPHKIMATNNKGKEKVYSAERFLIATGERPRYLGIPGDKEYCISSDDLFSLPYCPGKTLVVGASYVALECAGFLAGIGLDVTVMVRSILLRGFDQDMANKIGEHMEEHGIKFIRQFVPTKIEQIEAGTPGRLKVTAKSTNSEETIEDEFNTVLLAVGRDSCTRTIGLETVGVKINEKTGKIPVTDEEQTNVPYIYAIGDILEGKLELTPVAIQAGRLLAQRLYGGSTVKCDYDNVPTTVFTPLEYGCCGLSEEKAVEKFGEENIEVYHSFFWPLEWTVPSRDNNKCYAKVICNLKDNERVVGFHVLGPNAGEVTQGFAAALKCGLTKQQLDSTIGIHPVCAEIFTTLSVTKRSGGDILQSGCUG
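Rat TrxR1 (90 nM in the dispensed reagent) was pre-reduced with 400 uM NADPH for 5 min at room temperature, then incubated with compound for 15 min. After 400 uM selenite was added, NADPH fluorescence (Ex 340/Em 450 nm) was followed for 8 min.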
TrxR1 substrate = rat thioredoxin reductase 1 substrate activity; purified TrxR1 substrate turnover, NADPH consumption readout; Potency, µM (doses to about 114 µM), for the others: at the top dose activity change, negative = substrate turnover; hit rate 0.01% among 390,000; note: % is set by controls: 0 for no effect and ±100 for the full control effect; nearly all actives have a fitted effect of over 50% in size
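Rat TrxR1, dispensed at 90 nM, was prereduced with 400 uM NADPH (final) for 5 min at ~22 deg C, then incubated with compound 15 min before 400 uM selenite. A first-read NADPH fluorescence drop versus no-compound background flagged substrates.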
* = called active by the depositor; ? = inconclusive; / = not tested or not shown; & = joins results of further samples; [ ] = remark or other dose. Calls come from the whole dose curve; as a rule, active = well fitted curve in the direction sought with a large enough effect; inconclusive = small, poorly fitted or top-dose-only effect, or another doubt; inactive = no such curve, though single readings can be large; an effect the other way counts as inactive or inconclusive. Potency is the fitted concentration of half-maximal effect. Only part of the results is shown; the hit share may differ from the screen's.

SMILES	ALOX12 inh	Vif-A3F inh	RGS4 inhibitor	USP1 inh	Vif-APOBEC3G blk	mIDH1 inhibitor	RXFP1 agonist	TrxR1 inh	TrxR1 substrate
COc1ccc(C(=O)N/C(=C\c2cn(C)c3ccccc23)C(=O)N2CCOCC2)cc1	?	-2%	-21%	-22%	0%	2%	0.7%	-9%	-7%
Cc1cccnc1NC(=O)c1cc2c(=O)oc3ccccc3c2s1	1%	-17%	-7%	4%	2%	0%	4.5%	13%	4%
O=[N+]([O-])c1ccc(Cl)c(/C=N/N2CCN(Cc3ccccc3)CC2)c1	-6%	-2%	-10%	-24%	2%	2%	-0.2%	9%	1%
COC(=O)c1ccccc1NC(=O)c1ccc(F)cc1	7%&57%	1%	-1%	-13%	2%	9%	4.9%	11%	-3%
Cc1ccc(CNC(=O)C2CC2c2ccccc2)cc1 (configuration not stated)	-13%	-4%	-7%	-5%	0%	0%	1.1%	-2%	-5%
O=c1cnc2ccccc2n1Cc1ccc(Br)cc1	7%	1%	-3%	?	?	-3%	-3.2%	-13%	3%
O=C(Cn1cccc1C(=O)c1ccccc1)NCc1cccc(Cl)c1	0%	2%	-91%[56.9 µM]	-19%	-2%	1%	1.2%	23%	-2%
COc1ccccc1CNC(=O)COC(=O)Cc1c[nH]c2ccccc12	-4%	6%	-15%	-19%	2%	9%	0.0%	-7%	-6%
O=C(C1=C(O)C(=O)N(CCN2CCOCC2)C1c1cccc([N+](=O)[O-])c1)c1cccs1 (configuration not stated)	?	-27%	-24%[56.9 µM]	-16%	-3%	0%	2.8%	-11%	-8%
O=C(OCC(=O)N1CCCCCC1)c1cccc(Cl)c1Cl	-7%	-4%	/	-19%	2%	-3%	/	/	/
CCN(CCCNc1cc2c(c(N)c1S(=O)(=O)O)C(=O)c1ccccc1C2=O)c1ccccc1	?	0%	/	-33%	4%	-2%	/	/	/
Cc1c(Cl)cccc1N1C(N)=C(C#N)C(c2cc(CN3CCOCC3)cs2)C2=C1CCCC2=O (configuration not stated)	?	-1%	-19%	-24%	-2%	-14%	1.2%	-8%	2%
O=C(CSc1nc2ccsc2c(=O)n1CC1CCC(C(=O)O)CC1)c1ccc(F)cc1 (configuration not stated)	7%	-15%	?	-21%	-13%	3%	3.1%	10%	-4%[57.1 µM]
OC1(c2cn(Cc3ccccc3)nn2)CCCCC1	10%	-2%	27%	-19%	-10%	0%	0.8%	2%[57.1 µM]	5%[57.1 µM]
C/C(=N\Nc1ccc(F)cc1)c1ccncc1	?	-7%	7%	-4%	0%	8%	-1.6%	12%	2%
Cc1cc(C)cc(NC(=O)N2CCC(CN3CCOCC3)CC2)c1	-12%	0%	22%	-20%	6%	-9%	-0.7%	1%	-8%
Cc1ccccc1C(=O)Nc1sc2c(c1C(=O)O)CCC2	0%	12%	-13%	-7%	0%	18%	0.1%	5%	11%
Brc1ccc2c(c1)C(c1ccc(N3CCOCC3)cc1)=NNC(c1cccs1)=N2	-19%	-9%	12%	-20%	-13%	1%	1.6%	-10%	-12%
Cc1ccc(OCC(=O)Nc2oc(-c3ccccc3)c(-c3ccccc3)c2C#N)cc1	0%	-7%	-15%	-23%	0%	-5%	/	22%[57.1 µM]	12%[57.1 µM]
Cc1ccc(C(=O)NCC2CCCO2)cc1S(=O)(=O)N1CCCCC1 (configuration not stated)	39%[activator]	-7%	-16%	-16%	1%	4%	3.2%	0%	2%
C=CCn1c(CNc2ccccc2)nnc1SCC(=O)N/N=C/c1ccccc1O	0%	6%	-14%	-8%	-11%	4%	-0.6%	16%[57.1 µM]	7%[57.1 µM]
O=C(CCNC(=O)c1ccc(Br)cc1)NC1CCCCCC1	1%	1%	0%	-2%	-6%	2%	-2.3%	0%	-7%
COc1cccc(CCc2nnc(CCC(=O)NCCC3CCCCO3)o2)c1 (configuration not stated)	-17%	-4%	-6%	-27%	0%	-5%	0.5%	22%	5%
Cc1ccc(C)c(S(=O)(=O)N2CCN(C(=O)c3ccccn3)CC2)c1	-13%	0%	0%	-19%	-4%	2%	-2.3%	23%	3%
O=C(Nc1cccc(Cl)c1Cl)C1CCN(C(=O)c2cccs2)CC1	?	17%	6%	-23%	0%	5%	0.0%	23%	7%
C=CCn1c(COc2ccc(Cl)cc2)nnc1SCc1ccc(C#N)cc1	-3%	1%	-20%	-10%	-6%	11%	1.9%	11%	-5%
O=C(CC1OC(=O)c2ccccc21)Nc1cc(Cl)ccc1N1CCCC1 (configuration not stated)	-25%	5%	-17%	0%	-2%	0%	-0.8%	7%[57.1 µM]	2%[57.1 µM]
CC1(C)Cc2[nH]c(=S)c(C#N)cc2CO1	-19%	0%	?	3%	0%	-2%	2.6%	?	1%
CC(C)NC(=O)C1CCN(C(=O)c2cc3sccc3n2Cc2ccc(Cl)cc2)CC1	4%	-1%	4%	-15%	5%	13%	5.0%	22%	11%
CC(=O)c1cccc(Nc2cc(C)nc3ccccc23)c1	5%	1%	32%[11.4 µM]	3%	0%	-3%	0.0%	?	-20%
Cn1c(-c2ccc(Cl)cc2)ccc(C#N)c1=O	-11%	-4%	2%	-20%	-14%	3%	0.4%	19%	37%[activator]
COc1ccc(OC)c(CNC(=O)C2CCN(c3nc4ccccc4nc3C(F)(F)F)CC2)c1	-23%	-4%	-29%	-19%	6%	0%	?	12%[57.1 µM]	1%[57.1 µM]
COc1ccc(O)c(C(=O)c2cc(C#N)c(=O)n(CC3CCCO3)c2)c1 (configuration not stated)	57%[activator]	-10%	16%	-10%	-1%	1%	-0.5%	-24%	-6%
O=C1CC(c2ccc3c(c2)OCO3)c2cc3c(cc2N1)OCO3 (configuration not stated)	?	-1%	3%	-9%	-5%	11%	1.3%	14%[57.1 µM]	9%[57.1 µM]
Cc1oc2ccc(O)c(CN3CCOCC3)c2c1C(=O)Nc1ccc(C(C)C)cc1	2%	1%	-4%	?	-2%	38%[activator]	0.6%	21%	-2%
O=c1[nH]ncc(N/N=C/c2ccccc2)c1Cl	8%	-29%	8%	-4%	-16%	7%	2.4%	6%	-5%
COc1ccc(C2CC(=O)N(C)c3ccccc3S2)cc1 (configuration not stated)	-8%	-23%	-8%	-8%	4%	11%	-1.1%	4%[57.1 µM]	8%[57.1 µM]
CCOC(=O)c1cccc(C2=CC(=O)C[C@H](c3ccc(Cl)cc3)C2)c1	-24%	3%	4%	-24%	3%	4%	0.4%	21%[57.1 µM]	6%[57.1 µM]
Cc1ccc(CNc2oc(-c3ccc(COc4ccc(Cl)cc4)o3)nc2C#N)cc1	?	-27%	23%	-15%	0%	-4%	0.0%	5%	2%
Cc1ccnn1CCSCC(=O)O	?	-1%	-9%	-15%	1%	-2%	0.0%	20%	7%
C/C(=N\NC(=O)Cc1cccn1C)c1ccco1	0%	2%	13%	-10%	2%	0%	-4.9%	?	-3%
COc1cc(C)c(C)cc1S(=O)(=O)n1c(C)nc2ccccc21	?	-1%	-49%[56.9 µM]	-16%	-5%	1%	-0.4%	21%	2%
NC(=O)c1c(NC(=O)COC(=O)c2ccc(O)c(Cl)c2)sc2c1CCCC2	-26%	-10%	-49%	-2%	-3%	-11%	/	-9%	5%
CCN(C(=O)COC(=O)c1cc2c(s1)CCC(C)C2)c1c(N)n(Cc2ccccc2)c(=O)[nH]c1=O (configuration not stated)	224%[activator]	?	-14%	-13%	-2%	21%	/	2%	6%
O=C(Nc1ccc(S(=O)(=O)Nc2ncccn2)cc1)c1cncc(Br)c1	-20%	-14%	-8%	-5%	-4%	0%	1.4%	12%	10%
COc1ccc(-c2csc(N(C)C(=O)c3ccco3)n2)cc1	8%	7%	5%	-13%	2%	7%	1.2%	9%[57.1 µM]	4%[57.1 µM]
C/C(=N\Nc1ccc(C#N)cc1[N+](=O)[O-])c1ccc(C)o1	1%	0%	-26%	2%	-1%	2%	2.1%	28%[11.4 µM]	3%[11.4 µM]
Cc1cc(Nc2ccccc2)n(-c2ccccc2)n1	-14%	-11%	-14%	-17%	-18%	8%	0.8%	9%[57.1 µM]	-7%
Cc1ccc2[nH]c(=O)c(Cc3ccccc3)c(O)c2c1	-10%	4%	9%	-15%	-4%	1%	11%	16%[57.1 µM]	15%[57.1 µM]
CC(=O)Nc1ccc(C=CC(=O)c2ccc([N+](=O)[O-])cc2)cc1	-21%	0%	/	-15%	-2%	-3%	/	/	/
CCCC/C=C/[C@H](C)[C@@](C)(COC(=O)c1ccc(Br)cc1)Cc1ccccc1	/	/	29%	/	0%	/	/	-1%	-4%
CCc1cc(-c2n[nH]c(=S)n2CC)cs1	?	-3%	-19%	-20%	-11%	3%	-1.3%	0%	10%
CN(C)c1ccc(/C=C/C=N/Nc2nc(N3CCOCC3)nc(N3CCOCC3)n2)cc1	-3%	-18%	-18%	?	-8%	16%	-0.8%	-8%	-8%

From PubChem BioAssay
